Source: PubChem (Sanford-Burnham Center for Chemical Genomics)
A3A deaminase = inhibitors of human APOBEC3A DNA deaminase. 0.41% of 330,000 active. recombinant A3A, FAM/TAMRA ssDNA deamination fluorescence. inhibition, % at 20 µM;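 active means at least 40% inhibition at 20 µM here, with at most 30% in a related deaminase screen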;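 further: plate controls were A3A with DMSO for no effect and wells lacking A3A enzyme for full effect; some results filed as inactive read as strong as hits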
HKDC1 inh = inhibitors of human hexokinase HKDC1; inhibition, % at 20 µM; 0.16% of 340,000 active; Q2TB90; recombinant HKDC1, G6PDH/diaphorase resazurin coupled fluorescence;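 active means inhibition above about 35% when tested at 20 µM, limit read from the data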;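 further: plate controls were DMSO wells with enzyme for no effect and DMSO wells lacking enzyme for full effect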
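System: Recombinant HKDC1 hexokinase | Amount: HKDC1 at 5 µg/mL | Reagent: Glucose with 1 mM ATP | Doses: Single 20 µM dose | Incubation: Reaction time 90 min, room temperature, protected from light | Signal: Coupled resazurin fluorescence, excitation 525 nm, emission 613 nm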
mIAP act = increases mouse intestinal alkaline phosphatase activity | muIAP, CDP-Star luminescence, 30 min; stronger effect = higher value; 1 = vehicle-only enzyme signal, 0 = enzyme-free wells | activation factor at 10 µM | 0.24% of 330,000 active | AID 2805;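 active means activation factor of at least 2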; further: the source names both 10 and 20 µM as test concentration; values of inactives mirror those of a sister screen read the other way
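System: Mouse IAP enzyme | Also added: CDP-Star substrate | Dosing: Compounds dispensed in DMSO | Schedule: 30 min enzyme-substrate-compound incubation at room temperature | Technique: Chemiluminescence readout | Control set: DMSO-only wells and no-enzyme negative control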
PfGluPho inh = PfG6PD (Plasmodium falciparum) enzyme inhibition | PfGluPho enzyme, NADPH resazurin-diaphorase fluorescence | 0.78% of 350,000 active | inhibition, % at 20 µM;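 active means inhibition reaching at least a set limit at 20 µM in the primary screen, cut at about 59% in these data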;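 further: 0% = DMSO wells with substrate and 100% = DMSO wells lacking glucose-6-phosphate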
mIAP block = blocks mouse intestinal alkaline phosphatase. AID 2806. 0.2% of 330,000 active. purified mouse IAP, CDP-Star luminescence, 30 min. inhibition, % at 10 µM;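 active means inhibition of at least 40% at 10 µM in the primary screen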;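 further: plate controls were DMSO with enzyme for no effect and no enzyme wells for full effect; values of inactives mirror those of a sister screen read the other way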
hIAP inh = human IAP inhibition. AID 2544. purified IAP, CDP-Star luminescence, 30 min. P09923. 0.12% of 330,000 active. inhibition, % at 10 µM;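 active means inhibition reaching a set limit with compound at 10 µM in the primary screen, cut at about 35% in these data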;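 further: plate controls were DMSO wells with enzyme for no effect and no-enzyme buffer wells for full effect; values of inactives mirror those of a sister screen read the other way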
hIAP act = increases human intestinal alkaline phosphatase activity. 0.16% of 330,000 active. activation factor at 10 µM. AID 2524. purified human IAP, CDP-Star luminescence, 30 min; stronger effect = higher value; 1 = vehicle-only enzyme, 0 = enzyme-free background. P09923;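 active means activation factor of the enzyme at least 2-fold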; further: the source names both 10 and 20 µM as test concentration; values of inactives mirror those of a sister screen read the other way
ATG4B inh = blocks human ATG4B protease cleavage of LC3 substrate | Q9Y4P1 | ATG4B cleavage of LC3-PLA2, NBD-HPC fluorescence, 1 h | inhibition, % at 8.33 µM | 0.51% of 340,000 active | AID 504462; in the data active means inhibition above about 40%
Target sequence (Q9Y4P1 whole entry, looked up): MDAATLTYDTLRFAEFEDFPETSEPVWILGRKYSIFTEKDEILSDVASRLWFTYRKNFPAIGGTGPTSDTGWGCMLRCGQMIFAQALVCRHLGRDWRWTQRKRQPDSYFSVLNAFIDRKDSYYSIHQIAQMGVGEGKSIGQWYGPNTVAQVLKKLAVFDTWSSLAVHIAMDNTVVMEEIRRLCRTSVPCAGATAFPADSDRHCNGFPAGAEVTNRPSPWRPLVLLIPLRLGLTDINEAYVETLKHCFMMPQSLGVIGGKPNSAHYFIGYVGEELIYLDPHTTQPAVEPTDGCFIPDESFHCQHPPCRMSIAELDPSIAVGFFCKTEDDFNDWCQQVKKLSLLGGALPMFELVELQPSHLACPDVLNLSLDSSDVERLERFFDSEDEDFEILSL
* hit, by the source's call; & = joins results of further samples. A portion of the library, so the mix of outcomes need not match the whole.

SMILES	A3A deaminase	HKDC1 inh	mIAP act	PfGluPho inh	mIAP block	hIAP inh	hIAP act	ATG4B inh
CC12CC3CC(C)(C1)CC(N)(C3)C2	0&1	-3&-7	1.1	7&8	-4	0	0.97	5&0
CC[C@@H]1C(=O)OC[C@@H]1Cc1cncn1C	-2&-2	1&-2	1.1&1	11&-12	-2&-1	8&3	0.98&0.97	-1&5
